TRHR agonist: qHTS for Small Molecule Agonists and Allosteric Enhancers of Human TRH Receptor: Primary Screen for Agonists; TRHR cells, calcium flux fluo-8, FDSS agonist mode; activation, % at 2 µM; 360,000 tested, 0.18% active; AID 493084, 2011; also: 0% is about no effect
Target sequence (P34981 whole entry, looked up): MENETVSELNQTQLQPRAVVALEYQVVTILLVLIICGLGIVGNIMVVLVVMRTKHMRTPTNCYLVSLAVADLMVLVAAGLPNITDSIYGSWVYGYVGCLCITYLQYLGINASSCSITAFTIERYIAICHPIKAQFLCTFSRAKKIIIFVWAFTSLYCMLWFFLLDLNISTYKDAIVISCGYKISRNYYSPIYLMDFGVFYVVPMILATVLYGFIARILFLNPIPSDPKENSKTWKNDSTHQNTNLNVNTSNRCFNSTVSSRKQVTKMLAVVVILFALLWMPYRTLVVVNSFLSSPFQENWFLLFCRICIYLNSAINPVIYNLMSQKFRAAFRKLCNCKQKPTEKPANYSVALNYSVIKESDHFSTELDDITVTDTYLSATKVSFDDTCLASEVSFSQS
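Agonist-mode FDSS calcium read (Ex 480/Em 530, 1 s cycles) in 1536-well TRHR cells with fluo-8 dye, after 10-cycle baseline and 23 nL compound addition; TRH at EC20 (10 nM final) added afterwards for the enhancer phase.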
TRHR enhancer: qHTS for Small Molecule Agonists and Allosteric Enhancers of Human TRH Receptor: Primary Screen for Enhancers; TRHR cells, fluo-8 calcium fluorescence, EC20 TRH enhancement; enhancement, % at 2 µM; 360,000 tested, 0.66% active; Thyrotropin-releasing hormone receptor (Homo sapiens), P34981; in the data active = enhancement above about 30%; also: 0% is about no effect
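TRHR-expressing cells loaded with fluo-8 calcium dye were read kinetically (ex 480/em 530) during compound addition, then stimulated with an EC20 of TRH (10 nM final). Enhancement of the Gq-mediated intracellular calcium response was scored.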
D1 antagonist: Antagonist of Human D 1 Dopamine Receptor: qHTS; D(1A) dopamine receptor (Homo sapiens), P21728; HEK293 TREx D1 cells, calcium flux, dopamine EC80; hits give low values; 360,000 tested, 3.2% active; AID 504652, 2011; activity change, negative = inhibition, % at 10 µM; in the data active = activity change below about -30%; also: % is scaled to controls: 0 for no effect and ±100 for the full control effect
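Allosteric or orthosteric antagonism assessed as attenuation of the calcium response to EC80 dopamine, added 180 s after compound, in induced HEK293 Trex D1 cells loaded with no-wash calcium dye.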
D2 PAM: HTS Assay for Positive Allosteric Modulators of the Human D2 Dopamine Receptor: Primary Screen for Potentiators; HEK293 T-REx D2, calcium flux, EC20 dopamine potentiation; potentiation, % at 10 µM; 340,000 tested, 0.34% active;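 active = potentiation over 3 SD above the plate norm, cut at about 30% in these data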; also: 0% is about no effect
Target sequence (P14416 whole entry, looked up): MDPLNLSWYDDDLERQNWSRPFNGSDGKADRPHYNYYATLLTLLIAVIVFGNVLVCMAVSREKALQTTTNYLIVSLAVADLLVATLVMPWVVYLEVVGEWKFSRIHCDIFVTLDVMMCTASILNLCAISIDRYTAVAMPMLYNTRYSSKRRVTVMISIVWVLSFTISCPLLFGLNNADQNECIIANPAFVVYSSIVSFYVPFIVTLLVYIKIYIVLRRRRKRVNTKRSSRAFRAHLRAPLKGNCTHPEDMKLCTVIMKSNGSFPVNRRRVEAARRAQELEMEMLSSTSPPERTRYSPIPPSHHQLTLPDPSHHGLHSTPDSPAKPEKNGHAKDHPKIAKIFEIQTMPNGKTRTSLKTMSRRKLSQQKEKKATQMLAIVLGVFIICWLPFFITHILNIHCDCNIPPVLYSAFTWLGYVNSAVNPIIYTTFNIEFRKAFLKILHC
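Calcium flux readout, no-wash dye, 1 read/s. Inducible HEK293 Trex D2 line, overnight 30 C. Compound alone 180 s (agonist flags), then EC20 dopamine, another 180 s to score potentiation.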
D2 antagonist: HTS Assay for Allosteric Antagonists of the Human D2 Dopamine Receptor: Primary Screen for Antagonists; D(2) dopamine receptor (Homo sapiens), P14416; HEK293 TREx D2 cells, calcium flux, dopamine EC80; inhibition, % at 10 µM; 340,000 tested, 2% active; in the data active = inhibition above about 30%; also: 0% is about no effect
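Calcium mobilization kinetics were recorded at 1 s intervals in tetracycline-induced HEK293 T-REx D2 cells, first for 180 s after compound addition and then 180 s after EC80 dopamine.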
D2 agonist: HTS Assay for Allosteric Agonists of the Human D2 Dopamine Receptor: Primary Screen for Agonists; HEK293 T-REx D2 cells, calcium flux agonist mode; activation, % at 2 µM; 340,000 tested, 0.53% active; AID 485358, 2010;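 active = activation over 3 SD above normal in the single-dose calcium agonist read, cut at about 30% in these data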; also: 0% is about no effect
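HEK293 Trex D2 cells, tetracycline-induced, o/n 30 C 5% CO2; no-wash Ca dye, RT 30–90 min; 10-cycle baseline, 23 nl cpd added, kinetic Ca read 180 s; agonist hits = positive Ca response.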
D1 potentiator: Potentiators of Human D1 Dopamine Receptor: qHTS; potentiation, % at 10 µM; 360,000 tested, 0.036% active; AID 504651, 2011; D(1A) dopamine receptor (Homo sapiens), P21728; HEK293 TREx D1 cells, calcium flux, dopamine EC20 potentiation; in the data active = potentiation above about 30%; also: 0% is about no effect
D1 agonist: Allosteric Agonists of the Human D1 Dopamine Receptor: qHTS; 360,000 tested, 1% active; AID 504660, 2011; HEK293 T-REx D1 cells, calcium flux, agonist mode; D(1A) dopamine receptor (Homo sapiens), P21728; activation, % at 2 µM; also: 0% is about no effect
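Tetracycline-induced HEK293 TREx D1 cells, force-coupled to calcium signalling, were dye-loaded with a no-wash calcium kit. Compound was pin-added after a 10 s baseline. Fluorescence was read kinetically at 1 cycle/s for 180 s, with calcium rises flagged as agonism.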
RXFP1 antag: qHTS Assay for Antagonists of the Relaxin Receptor RXFP1; Relaxin receptor 1 (Homo sapiens), Q9HBX9; HEK293-RXFP1, relaxin-stimulated cAMP HTRF, 30 min; hits give low values; activity change, negative = inhibition, % at 57.5 µM; 350,000 tested, 0.59% active;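 active = activity change of -60% or lower, but not beyond a set lower limit; inconclusive = change between -60% and -40%, or beyond the set limit; inactive = change above -40%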; also: % is scaled to controls: 0 for no effect and ±100 for the full control effect
* = called active by the depositor; ? = inconclusive; . = not tested or not shown. Rule as the data show it, unless noted: active = activation above about 30%; inactive = the rest. Rows were taken by chance; any-hit rate near 7.3%.

SMILES | TRHR agonist | TRHR enhancer | D1 antagonist | D2 PAM | D2 antagonist | D2 agonist | D1 potentiator | D1 agonist | RXFP1 antag
O=C(c1cccs1)C1C(c2ccc(Br)cc2)NC(=S)NC1(O)C(F)(F)F (configuration not stated) | -1.3 | -5 | -1 | 3 | 20 | -1.0 | -1 | 2 | -5
COc1c(O)ccc(/C=N\NC(=O)c2ccc3c(c2)OCO3)c1[N+](=O)[O-] | 0.4 | 4 | -14 | 10 | 9 | 2.0 | -6 | -3 | -3
CCOc1ccc(OCC(=O)OCc2csc(CC(=O)Nc3ccccc3C)n2)cc1 | 0.5 | -1 | -9 | 42* | 7 | 1.1 | -5 | 10 | -29
Cc1sc(N2C(=O)C3C4C=CC(C4)C3C2=O)c(C#N)c1C (configuration not stated) | 0.0 | 0 | 5 | 10 | -1 | -0.4 | 2 | 4 | 3
COc1ccc(N(Cc2nnc3n2CCCCC3)C(=O)Nc2ccc(Cl)cc2)cc1Cl | 0.2 | -2 | -11 | . | . | 0.5 | -3 | 1 | .
CC(C)CCNC(=O)NC(=O)COC(=O)/C=C/c1cc(Br)ccc1F | -0.1 | -13 | -18 | -1 | . | . | -2 | 15 | -10
Cc1ccccc1C(=O)N1CCC(C(=O)Nc2ccc(S(=O)(=O)N3CCCCC3)cc2)CC1 | 0.4 | 2 | 15 | 10 | -9 | 0.5 | -3 | 6 | 2
Cc1cccc(N2C(=O)C3CCCN3C2=S)c1 (configuration not stated) | 0.4 | -3 | 2 | -5 | 21 | 1.1 | 3 | 1 | 2
O=C1C(=O)N(CCN2CCOCC2)C(c2ccncc2)/C1=C(/O)c1ccc2c(c1)OCO2 (configuration not stated) | 0.2 | 3 | 16 | -7 | -12 | -0.3 | 1 | -1 | 7
CCc1cc(CN2CCOCC2)c(NC(=O)c2ccccc2)s1 | 0.7 | 64* | -12 | -6 | 7 | 0.7 | -3 | 0 | -33
CCOc1ccc(NC(=O)CN2CCCC2c2cccs2)cc1S(=O)(=O)N1CCCCC1 (configuration not stated) | -1.0 | -16 | -21 | -10 | -28 | -0.5 | -6 | 2 | 3
Cc1ccc2c(Cl)c(C(=O)NCC(c3ccco3)N3CCCC3)sc2c1 (configuration not stated) | 0.0 | -2 | -9 | -6 | -26 | -0.1 | 2 | 1 | -2
O=C(O)CNC(=O)CC1S/C(=N/N=C2\CSC(=O)N2)NC1=O (configuration not stated) | 1.1 | 1 | -3 | 2 | 2 | 0.6 | -2 | 3 | 0
O=C(c1cnc(-c2ccccc2)s1)c1ccc(Cl)cc1Cl | 0.7 | -2 | 1 | 8 | 17 | 0.7 | -1 | 5 | 12
Cc1ccc2oc(=O)c3cnn(CC(=O)NCc4ccccc4Cl)c3c2c1 | 0.1 | 1 | 2 | 4 | . | -0.4 | 0 | 1 | -5
CCOC(=O)c1[nH]c2ccc(OC)cc2c1NS(=O)(=O)c1ccc(Cl)s1 | 0.3 | 2 | -8 | -9 | 3 | 0.8 | -3 | 2 | -3
CC(=O)c1cccc(NC(=O)N2CCc3ccccc3C2)c1 | -0.2 | 2 | -5 | -10 | 9 | -0.1 | 3 | 1 | 8
Cc1cccc(N(Cc2ccccc2)C(=O)CN2C(=O)NC3(CCCC3)C2=O)c1 | 0.0 | -4 | -6 | 1 | 10 | 0.1 | 7 | 0 | 6
CC(=O)Nc1c(C)nn(-c2ccc([N+](=O)[O-])cc2)c1C | 0.0 | 37* | -13 | 3 | -3 | 0.7 | 0 | 1 | -4
COc1ccccc1Nc1nc2ccc(C)cc2n2cnnc12 | 0.4 | -1 | 8 | -5 | . | . | 5 | 2 | 0
CCOc1cc(NC(=O)Nc2ccccc2)c(OCC)cc1NC(=O)CC | -0.6 | -1 | 1 | -3 | -20 | 0.0 | -2 | 1 | -6
CSCCC1NC(=O)N(CC(=O)Nc2ccc(Br)cc2Br)C1=O (configuration not stated) | 0.1 | -11 | -12 | 0 | 4 | 0.2 | 4 | 2 | -2
COc1ccc(S(=O)(=O)NCCN2CCOCC2)c(C)c1C | -0.2 | 0 | -24 | -3 | 13 | 0.1 | 2 | 1 | -9
COc1ccc(NC(=O)C2CCCN(S(=O)(=O)c3cccnc3)C2)cc1OC (configuration not stated) | 0.2 | -2 | -1 | 8 | -1 | 0.3 | -12 | 0 | 2
Cc1ccc(S(=O)(=O)Cc2ccc(C(=O)NCCCN3CCN(C)CC3)o2)cc1 | 0.9 | 8 | 0 | -22 | 9 | 0.0 | 1 | -2 | -3
CCC(C)N1CCN(S(=O)(=O)c2ccc(NC(C)=O)cc2)CC1 (configuration not stated) | -0.3 | 3 | -20 | 0 | 0 | 0.6 | -4 | 2 | 0
COc1ccc(NC(=S)N2CCN(c3ccccn3)CC2)cc1 | -0.5 | 6 | -13 | -13 | -11 | 14 | -6 | 5 | 0
CCCCN(C)CCCNC(=O)CCn1nc(-c2ccccc2)ccc1=O | -0.1 | -2 | 2 | 2 | 2 | -0.8 | 0 | 0 | -3
O=C(N/N=C/c1cc(Br)c(O)c(Br)c1)C1CC1 | -0.1 | -4 | -17 | . | . | . | -5 | 1 | -22
Cc1ccc(S(=O)(=O)c2cc(N3CCOCC3)nc(-c3ccccc3)n2)cc1 | 0.3 | 2 | -1 | 2 | -7 | 0.3 | -7 | 1 | .

Part of the list above, limited to D2 antagonist, D1 agonist and D2 PAM.
compound,D2 antagonist,D1 agonist,D2 PAM
COc1ccc(NC(=S)N2CCN(c3ccccn3)CC2)cc1,-11,5,-13
O=C(N/N=C/c1cc(Br)c(O)c(Br)c1)C1CC1,.,1,.
Cc1ccc(S(=O)(=O)Cc2ccc(C(=O)NCCCN3CCN(C)CC3)o2)cc1,9,-2,-22
CCCCN(C)CCCNC(=O)CCn1nc(-c2ccccc2)ccc1=O,2,0,2
CSCCC1NC(=O)N(CC(=O)Nc2ccc(Br)cc2Br)C1=O (configuration not stated),4,2,0
COc1ccc(NC(=O)C2CCCN(S(=O)(=O)c3cccnc3)C2)cc1OC (configuration not stated),-1,0,8

The results go on:
SMILES | TRHR agonist | TRHR enhancer | D1 antagonist | D2 PAM | D2 antagonist | D2 agonist | D1 potentiator | D1 agonist | RXFP1 antag
COc1cc(OC)cc(C(=O)NCc2n[nH]c(=S)n2-c2ccccc2OC)c1 | 0.6 | 3 | 1 | 2 | -24 | 0.3 | -4 | -1 | -24
CCN(CC(=O)NCc1cccs1)C(=O)c1ccc(S(=O)(=O)N(C)C)cc1 | 0.7 | 2 | 9 | -3 | 2 | 1.4 | -1 | 1 | -9
CCN(CC)c1ccc(/C=N/NC(=S)NCc2ccccc2)c(O)c1 | -0.5 | 2 | 2 | 10 | -11 | -0.5 | 0 | 3 | -4
Cc1ccccc1C(=O)NNC(=S)NC(=O)COc1ccccc1 | 0.5 | 9 | 13 | 7 | -10 | -0.1 | 3 | 1 | -36
Cc1ccc(-n2nnnc2SCC(=O)Nc2cccnc2Cl)cc1 | 0.2 | 4 | -28 | 11 | 3 | -1.4 | -13 | 9 | -12
O=C(COC(=O)CCCNC(=O)c1ccc(Cl)cc1)NCc1ccccc1Cl | -1.0 | 3 | -10 | 9 | 16 | 0.3 | -6 | 77* | 4
O=C(COC(=O)Cc1ccc(F)cc1)NCc1ccco1 | -0.1 | -4 | -1 | 8 | -6 | 1.9 | -1 | 1 | -5
CC(=O)n1cc([C@H]2C=C(C(=O)N3CCN(Cc4ccccc4)CC3)O[C@@H](OCCCCO)C2)c2ccccc21 | -0.5 | -2 | -6 | 1 | -2 | 0.4 | -6 | 3 | .
CN(CC(=O)Nc1cccc(F)c1)CC(=O)N1CCc2ccccc21 | 0.0 | 1 | 15 | -17 | 17 | 0.0 | . | -1 | -17
CN(C(=O)C1CCOC1)c1nnc(-c2cnccn2)s1 (configuration not stated) | 0.3 | 4 | -1 | 8 | 6 | -0.1 | 2 | 4 | 11

The final two compounds of the section before are carried over, then new ones follow:
SMILES | TRHR agonist | TRHR enhancer | D1 antagonist | D2 PAM | D2 antagonist | D2 agonist | D1 potentiator | D1 agonist | RXFP1 antag
CN(CC(=O)Nc1cccc(F)c1)CC(=O)N1CCc2ccccc21 | 0.0 | 1 | 15 | -17 | 17 | 0.0 | . | -1 | -17
CN(C(=O)C1CCOC1)c1nnc(-c2cnccn2)s1 (configuration not stated) | 0.3 | 4 | -1 | 8 | 6 | -0.1 | 2 | 4 | 11
O=C(c1cc(Br)ccc1O)N1CCN(S(=O)(=O)Cc2ccccc2)CC1 | 0.0 | 3 | 7 | 2 | -2 | 0.4 | -8 | 6 | -9
CC(=O)c1ccc(CC2SC(N)=NC2=O)cc1 (configuration not stated) | -0.7 | 2 | 3 | -8 | -11 | -0.1 | 5 | 1 | 10
Cc1ccccc1OCCC(=O)N(CC(=O)Nc1ccccc1C(F)(F)F)Cc1ccco1 | 0.2 | 0 | 5 | -11 | -10 | 1.1 | -4 | -1 | -17
C=C(C)CNC(=S)NNC(=O)CCn1c2ccc(Cl)cc2c2cc(Cl)ccc21 | 0.8 | -1 | -5 | 10 | 12 | 4.7 | -5 | 2 | ?
COc1ccc(C)cc1NC(=O)c1cc2c(s1)CCC2 | 0.3 | -2 | -8 | -13 | -6 | -0.1 | -7 | 4 | -7
Cc1ccccc1-c1nnn(CC(=O)N2CCN(S(=O)(=O)c3ccc(Cl)cc3)CC2)n1 | 1.2 | 24 | 4 | -1 | -3 | 0.4 | -3 | 6 | 0
O=C(CCCOc1ccc(Cl)cc1Cl)NCCCO | -0.1 | 2 | -20 | -8 | -2 | -0.7 | -3 | 3 | 4
O=C(CSc1oc(-c2cccs2)nc1S(=O)(=O)c1ccccc1)Nc1ccc(F)cc1 | 0.9 | -1 | -5 | 14 | . | 1.1 | 0 | 9 | -30
COc1ccc(NC(=O)c2ccc(-n3c(C)ccc3C)cc2)c(OC)c1 | 0.2 | 10 | 8 | 5 | -6 | 0.7 | -2 | 1 | -7
Cc1c(C(=O)c2no[n+]([O-])c2C(=O)c2cnn(C)c2C)cnn1C | 0.5 | -5 | -5 | 14 | 2 | -1.1 | -2 | 3 | 9
O=S(=O)(O)c1nc2ccccc2[nH]1 | -0.7 | 11 | -6 | . | . | . | 2 | 4 | 7
C=C1CSc2nc(=O)c3c4c(sc3n21)CCCC4 | -0.3 | 2 | -9 | 4 | -9 | 0.4 | -5 | 1 | -2
N#Cc1c(-c2ccco2)ccn(Cc2cccc(F)c2)c1=O | -0.3 | -18 | 6 | 15 | -7 | -2.1 | 2 | 4 | -13
